# Salmonella PhoP GFP = PhoP regulon inhibitors, Salmonella typhi PhoP promoter GFP reporter, confirmatory (AID 1850); Salmonella Typhi PhoP-promoter GFP reporter, fluorescence, 4 h; higher % means a stronger effect; one-dose inhibition, % at 50 µM; IC50 in µM for titrated hits; 310,000 tested, 0.33% active; in the data active = a potency from the dose series; inconclusive = inhibition mostly from about 25% at the one dose, without a potency; inactive = the rest, 99 in 100 with inhibition below about 19%;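 also: 0% = induced wells with vehicle and 100% = uninduced wells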
# M. tuberculosis = growth inhibition of non-replicating M. tuberculosis (AID 488890); Mycobacterium tuberculosis non-replicating, growth inhibition; higher % means a stronger effect; 320,000 tested, 0.39% active; one-dose inhibition, % at 25 µM; IC50 in µM for titrated hits; in the data active = a potency from the dose series; inconclusive = inhibition mostly from about 82% at the one dose, without a potency; inactive = the rest, 99 in 100 with inhibition below about 76%;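 also: plate controls were DMSO cells for no effect and high antibiotic wells for full effect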
# M. tuberculosis HTS = M. tuberculosis growth inhibition, HTS (AID 449762); M. tuberculosis H37Rv growth inhibition, 7H9 media; higher % means a stronger effect; inhibition, % at 25 µM, or IC50 in µM where a hit was titrated; 330,000 tested, 0.59% active; in the data active = a potency from the dose series; inconclusive = inhibition above about 70% without an active follow-up result;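 also: bacterial growth assessed after seven days of incubation; strong numbers were not always called active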
# inhibitors of VEEV = inhibitors of VEEV TC-83 cytopathic effect, confirmation, Vero cells (AID 588727); Vero cells, VEEV TC-83 cytopathic effect inhibition; higher % means a stronger effect; one-dose inhibition, % at 20 µM; IC50 in µM for titrated hits; 350,000 tested, 0.13% active; in the data active = a potency from the dose series; inconclusive = inhibition mostly from about 14% at the one dose, without a potency; inactive = the rest, 99 in 100 with inhibition below about 12%; also: strong numbers were not always called active
# influenza NS1A = H1N1 influenza NS1A inhibitors, functional cell based assay (AID 504329). NS1A functional cell-based assay, percent inhibition; higher % means a stronger effect. inhibition, % at 12.5 µM; hits with a dose series show IC50 in µM. 340,000 tested, 0.3% active; in the data active = a potency from the dose series; inconclusive = inhibition above about 27% without an active follow-up result; also: strong numbers were not always called active
# inhibitors of VEEV 10K pilot screen = second read-out of inhibitors of VEEV, no call of its own (marks repeat the call); inhibition, %; measured here: 10K pilot screen inhibition
# * = called active by the depositor; i = inactive; u = inconclusive; x = not tested or not shown. Outcome played no part in choosing rows; about 1.6% have a hit in one of these screens.
SMILES,Salmonella PhoP GFP,M. tuberculosis,M. tuberculosis HTS,inhibitors of VEEV,influenza NS1A,others
Cc1ccccc1Nc1nc(=O)c2cc([N+](=O)[O-])ccc2s1,-6%,-14%,2%,9.2%,-8%,
O=S(=O)(NCC(c1cccnc1)N1CCN(c2ccccc2F)CC1)c1cccs1 (stereo unspecified),-3%,40%,-11%,0.9%,-3%,
CCN(CC(=O)Nc1ccc2c(c1)OCCO2)C(=O)CSCC(=O)Nc1ccc(C)cc1,-10%,17%,35%,1.2%,-14%,
Cc1cccc(NC(=O)C2CCCN2C(=O)OCc2ccccc2)c1 (stereo unspecified),x,8%,-7%,1.0%,-14%,
COC(=O)c1cn(C)c2ccc(S(=O)(=O)N3CCCCC3)cc2c1=O,x,x,x,i,-8%,
COc1ccc(-c2csc(NC(=O)CN3C(=O)C4CC=CCC4C3=O)n2)cc1OC (stereo unspecified),-2%,8%,-8%,11%,-7%,
Cc1nn(-c2ccccc2)c(C)c1NC(=O)COC(=O)c1cc([N+](=O)[O-])ccc1NCCO,-2%,11%,-10%,9.5%,-3%,
COCC(C)n1c(C)cc(C(=O)CSc2nnc(N)s2)c1C (stereo unspecified),3%,20%,2%,5.1%,6%,
Cc1ccsc1/C=N/NC(=O)c1cc(-c2ccncc2)nc2ccccc12,4%,-6%,-4%,13%,5%,
CN(C)C(=O)CN1C(=O)NC2(CCc3ccccc32)C1=O (stereo unspecified),-3%,-3%,-3%,3.0%,-7%,
CC(C)N1C2OC(C3OC4C(O3)N(C(C)C)S(=O)(=O)N4C(C)C)OC2N(C(C)C)S1(=O)=O (stereo unspecified),1%,-3%,0%,0.5%,3%,
C=CCn1cccc(/C=C/C(=O)c2ccc(C(C)(C)C)cc2)c1=S,13%,u,28µM*,i,8%,
Cc1nn(Cc2ccccc2)c(C)c1NC(=O)CCC(=O)O,-2%,5%,-1%,i,-8%,
COc1ccc(/C=N/Nc2nc3ccccc3s2)cc1O,x,x,x,9.0%,-3%,
C=CCSc1nc2sc3c(c2c(=O)[nH]1)CCC3,5%,-5%,-4%,3.0%,-12%,
CN(C)C(=O)CCSc1nnc(-c2ccncc2)o1,3%,22%,5%,0.6%,-3%,
CCCn1c(C)cc(C(=O)COC(=O)c2ccc(Cl)c(S(=O)(=O)N3CCCC3)c2)c1C,4%,21%,-6%,7.8%,4%,
CCOC(=O)C#CC(CCc1ccccc1)OS(N)(=O)=O (stereo unspecified),7%,64%,6%,0.4%,-2%,
O=C(Cc1ncc(C(F)(F)F)cc1Cl)N1CCN(c2cccc(Cl)c2)CC1,-9%,44%,7%,2.4%,3%,
Cc1cc(C2(c3ccc(O)c(C)c3)C(=O)N(C)c3ccc(Br)cc32)ccc1O,21%,25%,7%,0.6%,2%,
COc1cccc(CC(=O)OCC(=O)c2cc(OC)c(OC)c(OC)c2)c1,x,1%,7%,i,-19%,
COc1ccc(S(=O)(=O)Cc2ccc(C(=O)NCC(OC)OC)o2)cc1,-12%,-22%,-10%,0.9%,-25%,
O=C(Nc1cc(Br)c(O)c(Br)c1)c1cccc(NC(=O)c2ccco2)c1,-6%,50%,4%,2.6%,-2%,
Cc1ccc(S(=O)(=O)N2CCN(C(=O)CCC(=O)NCCc3ccc(S(N)(=O)=O)cc3)CC2)c(C)c1,-32%,5%,5%,1.8%,-6%,
Cc1cc(=O)oc2cc(NC(=S)NCc3cccnc3)ccc12,2%,-4%,u,2.2%,-3%,
COc1ccccc1NS(=O)(=O)c1cc(C(=O)NCC(c2ccco2)N2CCCCC2)ccc1C (stereo unspecified),3%,24%,1%,7.0%,14%,
O=C(CSc1nccc(=O)[nH]1)Nc1ccccc1Sc1ccccc1,3%,12%,4%,2.0%,-5%,inhibitors of VEEV 10K pilot screen=3.9
CCc1ccc(N2CCN(CCNC(=O)Nc3ccc(OC)cc3)CC2)cc1,-6%,i,7%,1.5%,-17%,
O=C(c1ccc(S(=O)(=O)Nc2ccccc2F)cc1)N1CCN(c2ccccn2)CC1,x,9%,-5%,2.9%,12%,
Cc1cccc(-n2ncc3c(NCc4cccnc4)ncnc32)c1,0%,x,-10%,3.1%,28%,
CCc1nnc(NC(=O)CN2C(=O)c3ccccc3S2(=O)=O)s1,0%,2%,-7%,1.6%,-7%,
COc1ccc(Cc2nc3ccc(C(=O)NC(C)c4cnn(C)c4)cc3o2)cc1 (stereo unspecified),-5%,1%,6%,3.1%,8%,
O=C1CC(Sc2nnc(-c3ccccc3)o2)C(=O)N1c1ccccc1 (stereo unspecified),1%,22%,-3%,4.7%,0%,
CC1CCCN(CC(=O)Nc2cccc([N+](=O)[O-])c2)C1 (stereo unspecified),-3%,-6%,2%,i,3%,
Cc1nn(C)c(C(=O)N/N=C/c2cccc3ccccc23)c1Cl,4%,14%,4%,0.8%,18%,
CCOCCCN1CC(C(=O)NCCc2ccccc2)CC1=O (stereo unspecified),-3%,-5%,-6%,0.1%,0%,
CNC(=O)CSc1nc2nc(C)cc(C)n2n1,-12%,8%,-4%,0.9%,4%,
CCC(C)NC(=O)Nc1ccc(C)cc1C (stereo unspecified),-2%,14%,-3%,i,-6%,inhibitors of VEEV 10K pilot screen=0.3
O=C1NN(c2ccccc2)C(=O)C2C1C1C=CC2C12CC2 (stereo unspecified),-6%,4%,-8%,0.8%,3%,
COc1ccc(NC(=O)CC(C)(C)C)c([N+](=O)[O-])c1,9%,0%,-7%,i,3%,
CC(OC(=O)/C=C/c1cccs1)C(=O)Nc1ccc(S(N)(=O)=O)cc1 (stereo unspecified),-21%,1%,-2%,0.1%,14%,
C=CCn1cnc2c(nnn2-c2ccc(OC)c(OC)c2)c1=O,8%,15%,-5%,1.3%,-3%,
CN1CCN(Cc2nc3ccccc3c(=O)n2Cc2nc(-c3ccccc3F)cs2)CC1,-13%,60%,10%,5.8%,-1%,
CCCCC(=O)NC(=S)Nc1cccc(C(=O)O)c1,9%,9%,-3%,i,-22%,
CCC(=O)Nc1cccc(C2=NOC3(C2)C[C@H](C(N)=O)N(C(=O)Cc2ccc([N+](=O)[O-])cc2)C3)c1 (stereo partly specified),-25%,-6%,-2%,0.5%,8%,
CCOC(=O)c1c(NC(=S)Nc2ccc(OC)cc2)sc2c1CCCCC2,1%,25%,4%,0.5%,3%,
CCC(C)NC(=O)CSc1nc2cc3c(cc2c(=O)n1Cc1ccco1)OCO3 (stereo unspecified),x,x,x,i,10%,
COc1cc(C(=O)NC2CC(C)(C)NC(C)(C)C2)cc(OC)c1OC,4%,-1%,3%,1.2%,-3%,
Cc1ccc(-c2csc(NC(=O)c3c(C)noc3C)n2)cc1,x,16%,69%,1.2%,-1%,
COc1cc(C)c(Cl)cc1S(=O)(=O)n1ccnc1C,7%,3%,1%,i,7%,

# New compounds follow.
SMILES,Salmonella PhoP GFP,M. tuberculosis,M. tuberculosis HTS,inhibitors of VEEV,influenza NS1A,others
Cc1ccc(OCCCOc2cccc3cccnc23)cc1C,2%,38%,u,1.1%,1%,
COC(=O)C1=C(c2ccccc2)C[C@@H]2CC[C@H]1N2C(=O)NCc1ccc(C(F)(F)F)cc1,-8%,14%,1%,2.1%,6%,
Cc1nnc(-c2cnn(C)c2N)n1CCCN(C)C,-29%,6%,2%,i,2%,
Cc1cc(C(=O)OCC(=O)NCc2ccccc2)c2ccccc2n1,x,47%,2%,3.3%,-13%,
Cc1cccc(N2CCN(CC(O)COCc3cccs3)CC2)c1C (stereo unspecified),0%,22%,17%,2.1%,4%,
Cc1ccccc1Nc1cc(=O)oc2ccccc12,-6%,11%,1%,0.8%,0%,inhibitors of VEEV 10K pilot screen=0.3
NC(=O)c1c(NC(=O)c2ccc(F)cc2Cl)sc2c1CCC2,2%,1%,-4%,0.7%,-25%,
CCN(CC)CCCN=C(C)C1=C(O)c2ccccc2C1=O,-10%,-6%,-2%,i,x,
Cc1ccc(N2C(=O)c3cccc4c(C(=O)O)ccc(c34)C2=O)cc1,-2%,-8%,-13%,x,x,
COC(=O)Cn1c(C)nc(=O)c(-c2ccccc2)c1C,-12%,9%,4%,2.2%,-6%,
c1ccc(-c2ccccc2OCCCN2CCCCCC2)cc1,1%,u,14%,i,-3%,
COc1ccc2nc(C)c3c(c2c1)OC(C)C3 (stereo unspecified),-9%,u,6%,u,-3%,
O=C(Nc1ccc(S(=O)(=O)C(F)F)cc1)c1ccc2c(=O)n3c(nc2c1)CCC3,-7%,6%,9%,1.2%,0%,
CCSc1nnc(CNC(=O)c2ccccc2F)n1-c1ccccc1OC,-15%,5%,7%,0.8%,2%,
COc1ccc(C(=O)O)cc1S(=O)(=O)Nc1ccccc1C(=O)NCc1ccc2c(c1)OCO2,x,-7%,-3%,1.7%,-4%,
O=C(O)c1cccc(-n2c(/C=C/c3ccccc3)nc3ccccc3c2=O)c1,-4%,14%,9%,0.5%,25%,
O=C(Nc1cc(Cl)ccc1Cl)C1Cc2ccccc2O/C1=N\O (stereo unspecified),8%,-3%,26%,0.9%,-1%,
Cc1cccc(C(=O)NC2CC3CCCC(C2)N3C(=O)Nc2ccccc2)c1 (stereo unspecified),-1%,-2%,1%,i,3%,
CCCOC(=O)Nc1ccc(S(=O)(=O)Nn2cnnc2)cc1,12%,-6%,1%,0.5%,3%,
N#CC(C#N)=NNc1ccc(S(N)(=O)=O)cc1,9%,-9%,7%,0.1%,-2%,
COC(=O)C1=C(CSc2nncn2C)NC(=O)NC1c1ccc(F)cc1 (stereo unspecified),-5%,-6%,-4%,i,18%,inhibitors of VEEV 10K pilot screen=1.1
COc1ccc(-c2c(C)n([O-])c3c([n+]2=O)CCCC3)c(OC)c1,4%,-2%,-8%,i,-12%,
C=CC(=O)Oc1ccc(N2Cc3ccccc3C2=O)cc1,-10%,100%,-11%,2.8%,x,
Cn1c(SCC2CCCO2)nnc1-c1ccc([N+](=O)[O-])cc1 (stereo unspecified),1%,23%,2%,0.0%,-10%,
Cc1cccc(NC(=O)N2CCCc3ccccc32)c1C,-3%,1%,0%,4.2%,-12%,
COc1cc(CN2CCc3c([nH]c4ccccc34)C2)cc(OC)c1,-5%,10%,12%,6.9%,4%,
CCCCn1c(=O)[nH]c(=O)c2c1nc(-c1ccc(OCCC)c(OCC)c1)n2C,8%,-1%,-2%,1.6%,-13%,
CC1CCCN(CCCNC(=O)c2ccc(NC(=O)C3=CSCCO3)cc2)C1 (stereo unspecified),8%,3%,-1%,i,-2%,
O=C(NC(=S)N(Cc1ccccc1)c1ccccn1)C1CCCCC1,0%,-6%,-6%,0.3%,-3%,
Cc1cccc[n+]1C1C(c2ccc([N+](=O)[O-])cc2)C(C#N)=C(C(=C=[N-])C#N)NC1(O)C1CC1 (stereo unspecified),-7%,8%,2%,1.3%,-4%,
CC(C)CCNC(=O)CN(C(=O)Cn1nnc(-c2ccccc2F)n1)c1cccc2c1CCCC2,-2%,23%,4%,i,10%,
NC(=O)c1sc2nc(-c3cccnc3)ccc2c1N,2%,-2%,2%,8.0%,x,
O=C1c2ccccc2S(=O)(=O)N1CC1CC(c2ccccc2)=NO1 (stereo unspecified),-8%,-8%,-6%,1.6%,0%,
COc1ccccc1C(=O)COC(=O)C(CCSC)NC(=O)COc1ccccc1 (stereo unspecified),6%,-10%,-3%,3.7%,-3%,
Cc1cccc(NC(=O)c2ccco2)c1C(=O)O,-3%,13%,6%,5.7%,x,

# Screening results: PubChem, Southern Research Specialized Biocontainment Screening Center
